High-throughput results from PubChem.
PP1 counter – counter-screen for PP5 inhibitors: inhibitors of human PP1-alpha; P62136; purified PP1alpha, OMFP fluorescence; inhibition, % at 6.7 µM; hit rate 0.9% among 320,000;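 active = inhibition above the mean inhibition of all tested compounds plus 3 SD, computed separately for each screening campaign, cut at about 15% in these data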
GASC-1 inh – blocks human GASC-1 demethylase activity; Q9H3R0; GST-JMJD2C(1-420) H3K9me3 demethylation, DELFIA europium; inhibition, % at 2.35 µM; hit rate 0.069% among 330,000;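 active = more than half of a compound's replicate wells show inhibition beyond 50%, single wells judged on their own value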;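 note: signal counts dimethyl H3K9 product captured on neutravidin plate; 0% = median of DMSO wells and 100% = 0.3 times that DMSO median; strong numbers were not always called active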
GRK2 aptamer HTS – blocks RNA aptamer binding to human GRK2 | P25098 | bead flow cytometry, FAM-aptamer displacement from GRK2 | inhibition of aptamer binding, % at 10 µM | hit rate 0.59% among 330,000 | AID 488847;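 active = inhibition of aptamer binding above 40%, roughly 3 SD of noise, on plates passing a quality check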;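 note: median bead fluorescence of bound FAM aptamer so fluorescent compounds give negative values; no value below 0 was filed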
Target sequence (P25098 whole entry, looked up): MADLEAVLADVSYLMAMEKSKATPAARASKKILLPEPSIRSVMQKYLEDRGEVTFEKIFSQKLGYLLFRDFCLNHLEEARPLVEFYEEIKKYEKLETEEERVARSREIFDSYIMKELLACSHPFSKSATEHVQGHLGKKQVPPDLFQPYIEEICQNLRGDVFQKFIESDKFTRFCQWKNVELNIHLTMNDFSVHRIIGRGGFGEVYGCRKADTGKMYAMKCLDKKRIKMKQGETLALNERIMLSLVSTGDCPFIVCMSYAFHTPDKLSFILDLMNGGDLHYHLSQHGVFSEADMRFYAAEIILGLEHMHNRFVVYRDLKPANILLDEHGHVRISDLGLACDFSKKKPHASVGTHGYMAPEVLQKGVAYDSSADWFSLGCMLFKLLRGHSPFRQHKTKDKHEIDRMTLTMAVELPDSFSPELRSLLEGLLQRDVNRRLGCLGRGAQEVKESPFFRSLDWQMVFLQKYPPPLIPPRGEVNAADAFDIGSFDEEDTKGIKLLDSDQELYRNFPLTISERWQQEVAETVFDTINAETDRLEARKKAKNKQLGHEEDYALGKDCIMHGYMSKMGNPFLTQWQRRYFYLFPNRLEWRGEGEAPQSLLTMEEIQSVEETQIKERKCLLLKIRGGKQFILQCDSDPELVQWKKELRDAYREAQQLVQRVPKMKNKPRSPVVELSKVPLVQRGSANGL
procasp7 counter – activates human procaspase-7, counter-screen for procaspase-3 activators; activation, % at 8.5 µM; recombinant procaspase-7, Ac-DEVD-pNA absorbance 405 nm; D23A/D198A/D206A triple mutant, cannot self-cleave; scale: DMSO 0, 5 µM enzyme 100; P55210; AID 463210; hit rate 0.093% among 330,000;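 active = percent activation above the screen-wide mean plus 3 SD, cut at about 25% in these data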
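Assay system: Uncleavable procaspase-7 mutant enzyme; Input: 2 µM procaspase-7 mutant as dispensed; Also added: DEVD-pNA substrate; Medium: Zinc-free HEPES pH 7.4 with 300 mM NaCl, 0.01% Triton X-100; Timing: 1 h compound preincubation, 2 h substrate cleavage, 25 °C; Measured by: Epi-absorbance of released pNA at 405 nm, two timepoints.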
procasp3 activ – activates human procaspase-3; hit rate 0.11% among 330,000; activation, % at 8.5 µM; recombinant procaspase-3 D3A, Ac-DEVD-pNA absorbance 405 nm; AID 463141;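 active = activation above the mean of all tested compounds plus 3 SD, cut at about 21% in these data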;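 note: 0% = DMSO alone and 100% = DMSO wells spiked with extra 5 µM PC-3 D3A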
Target sequence (P42574 whole entry D9A/D28A/D175A): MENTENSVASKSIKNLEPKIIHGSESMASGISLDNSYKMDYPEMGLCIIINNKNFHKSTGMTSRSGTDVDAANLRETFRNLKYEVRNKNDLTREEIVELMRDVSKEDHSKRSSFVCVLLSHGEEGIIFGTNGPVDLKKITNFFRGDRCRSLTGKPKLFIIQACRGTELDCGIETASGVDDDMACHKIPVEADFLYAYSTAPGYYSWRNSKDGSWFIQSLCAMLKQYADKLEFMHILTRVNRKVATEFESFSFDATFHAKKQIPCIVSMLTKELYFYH
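Assay system – Procaspase-3 D3A mutant · Benchmarks – DMSO low control, extra-enzyme high control · Technique – 405 nm absorbance of p-nitroaniline, reads at 0 and 120 min · Doses – 8.5 µM nominal · Measure – % activation between DMSO and enzyme-spiked controls · Also added – Ac-DEVD-pNA chromogenic peptide substrate · Schedule – 1 h compound preincubation, 2 h substrate hydrolysis at 25 °C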
Fh CTSL1 inh – blocks F. hepatica cathepsin L1 in PFM18AAP counter-screen; hit rate 0.49% among 300,000; inhibition, % at 5.96 µM; recombinant F. hepatica cathepsin L1, Z-Leu-Arg-MCA fluorescence;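 active = inhibition above the mean of all tested compounds plus 3 SD, set per screening campaign, cut at about 17% in these data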;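 note: 0% = plate median of test compound wells and 100% = 1 µM Z-Phe-Ala-diazomethylketone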
HCV core dimer – blocks dimerization of HCV core protein. TR-FRET GST/Flag-core106 dimerization, 1536-well. hit rate 0.33% among 300,000. inhibition, % at 5 µM;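 active = inhibition above the mean of all tested compounds plus 3 SD, set per screening campaign, cut at about 45% in these data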
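Assay system – GST-tagged and Flag-tagged HCV core protein residues 1-106 · Quantity – core106 proteins, GST 13.5 nM and Flag 17 nM · Benchmarks – unlabelled core106 and no-GST-core106 wells · Read-out basis – percent inhibition of core106 dimerization signal · Detection – time-resolved FRET, ex 340 nm, em 617 and 671 nm · Schedule – 4 h at 22.5 °C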
PP5 primary – inhibitors of human protein phosphatase 5 (PP5). AID 1987. inhibition, % at 6.7 µM. P53041. purified PP5c, OMFP substrate fluorescence. hit rate 0.18% among 320,000;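 active = inhibition above the campaign's mean inhibition across all tested compounds plus 3 SD, cut at about 9.5% in these data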;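 note: 0% = DMSO only and 100% = 100 µM cantharidin control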
VLA-4 inh – inhibition in a human VLA-4 binding assay; P13612; VLA-4 expressing cells, ligand binding flow cytometry; inhibition, % (about 7 µM as worked out from the volumes in the protocol); hit rate 0.2% among 330,000; in the data active = inhibition above about 50%
Active calls of the source: *; i = inactive; · = not tested or not shown; & = joins results of further samples.

SMILES	PP1 counter	GASC-1 inh	GRK2 aptamer HTS	procasp7 counter	procasp3 activ	Fh CTSL1 inh	HCV core dimer	PP5 primary	VLA-4 inh
Cn1c(=O)c2ncn(CC(=O)N/N=C/C=C/c3ccccc3)c2n(C)c1=O	-2	0	0	-5	-3	0	2	1.7	-5
O=C(O)c1ccc(NS(=O)(=O)c2cccc(C(=O)Nc3ccc(Br)cc3)c2)cc1	-3	-2	2	4	5	-2	10	-0.6	0
COCCCNC(=O)CC1C[C@H](C(=O)N2CCOCC2)[C@@]2(C)c3[nH]c4ccccc4c3CCN2C1=O (some centres not stated)	·	35	0	3	1	·	·	·	2
COCCOC(=O)c1c(NC(=O)CN2CCOCC2)sc(C(N)=O)c1C	-2	-1	1	-3	0	1	2	-3.1	4
CC(=O)Nc1ccc(NC(=O)COc2ccc(S(=O)(=O)N3CCCC3)cc2C)cc1	2	2	1	10	2	2	2	2.8	11
CC[C@]1(c2cccc(C)c2)C(=O)N(C(=O)OC)N1C(=O)OC	-3	0	4	9	1	1	-9	0.3	10
O=C(OCC(=O)N1CCCCC1)c1ccc2ccccc2n1	·	0	0	-1	11	·	·	·	4
O=C1C2C3C=CC([C@@H]2C(=O)N1C1CCCCC1)[C@H]1C(=O)N(C2CCCCC2)C(=O)C31 (some centres not stated)	-2	1	3	3	4	10	3	1.4	1
Cn1c(=NC(=O)COc2ccccc2)sc2ccccc21	-4	-16	1	0	8	1	3	-1.4	-3
CN1CCN(c2ccc(Cl)cc2NC(=O)c2cccc(S(=O)(=O)N(C)C)c2)CC1	-2	-29&5	3	-1	-8	0	-2	-0.7	7
CC(NC(=O)Cc1ccccc1)C1COc2ccccc2O1 (configuration not stated)	-3	-21	0	3	3	1	5	0.0	12
COc1cc(OC)cc(-n2nnnc2SCC(=O)N2CCCc3ccccc32)c1	4	-5	0	-10	-11	3	7	4.0	3
COc1ccc(/C=C\C(=O)c2c(O)ccc3c(C)cc(=O)oc23)cc1	2	3	2	-2	-9	2	12	-0.4	0
O=C(c1cc2cc([N+](=O)[O-])ccc2s1)N1CCOCC1	-7	20	1	8	-2	-6	-5	-2.8	7
CCc1ccc(N(C(=O)c2snc(C(N)=O)c2N)C(C(=O)NCC2CCCO2)c2ccco2)cc1 (configuration not stated)	-2	-6	4	0	1	2	4	2.9	3
CCOC(=O)c1ccc2c(c1)N(C)C(=O)c1ccccc1S2	-6	1	0	-7	-3	5	-1	3.5	2
C=CCn1c(SCC(=O)NCCc2ccccc2)nnc1C(C)NC(=O)c1cccs1 (configuration not stated)	-1	0	1	5	5	-3	-3	0.5	-2
COc1ccc(NC(=S)N2CCN(S(C)(=O)=O)CC2)cc1OC	-1	-12	0	-20	-7	6	-10	-0.4	21
Cc1ccc(NC(=O)c2ccc3nc[nH]c3c2)cc1C	4	-2	4	5	3	2	5	1.2	0
CCCCONc1ncnc2nonc12	-1	2	4	-8	2	3	-12	-1.4	3

By substructure: the compounds so far containing an NH in an aromatic ring
SMILES	PP1 counter	GASC-1 inh	GRK2 aptamer HTS	procasp7 counter	procasp3 activ	Fh CTSL1 inh	HCV core dimer	PP5 primary	VLA-4 inh
COCCCNC(=O)CC1C[C@H](C(=O)N2CCOCC2)[C@@]2(C)c3[nH]c4ccccc4c3CCN2C1=O (some centres not stated)	·	35	0	3	1	·	·	·	2
Cc1ccc(NC(=O)c2ccc3nc[nH]c3c2)cc1C	4	-2	4	5	3	2	5	1.2	0

(listing goes on)
SMILES	PP1 counter	GASC-1 inh	GRK2 aptamer HTS	procasp7 counter	procasp3 activ	Fh CTSL1 inh	HCV core dimer	PP5 primary	VLA-4 inh
NC(=O)COc1ccc(NS(=O)(=O)Cc2ccccc2)cc1	-2	4	2	-3	1	-3	-4	0.8	-37
Oc1ccc(/C=N/Nc2ccnc3cc(Cl)ccc23)c(O)c1O	13	13	4	-19	3	2	-16	3.6	0
COc1ccc2c(c1)OC(c1ccccc1)(C(F)(F)F)NC2=O (configuration not stated)	1	8	1	-3	3	0	-1	0.7	4
O=C(COC(=O)C1COc2ccccc2O1)Nc1ccc2c(c1)CCC2 (configuration not stated)	-1	1	1	9	-3	-8	4	2.4	-4
COc1cc2[nH]c(=O)n(CCC(=O)N3CCN(c4cccc(C)c4C)CC3)c(=O)c2cc1OC	0	9&7	2	6	4	-6	8	2.2	-4
C=CCn1c(=NC(=O)c2cc(-c3cccs3)nc3ccccc23)sc2cc(S(N)(=O)=O)ccc21	16*	7	0	14	78*	-1	6	1.6	-10
CN1C(=O)C(C)(C)c2cc(S(=O)(=O)N3CCN(c4ccccc4F)CC3)ccc21	-7	-15	1	5	3	-4	8	4.4	-5
O=S(=O)(NC1=NCCCCC1)c1ccc(F)cc1F	·	8	0	-1	4	·	·	·	3
CCCCCn1c(CN2CCN(C(=O)c3ccco3)CC2)nc2c1c(=O)n(C)c(=O)n2C	2	-8&-15	0	-3	5	-2	-7	0.4	-1
Cc1ccc(S(=O)(=O)NC(CC(=O)NCc2ccco2)c2ccco2)cc1 (configuration not stated)	-3	9	4	-7	-4	1	-2	-1.0	11
Cc1cc(C(=O)COC(=O)c2ccc(O)cc2)c(C)n1CC1CCCO1 (configuration not stated)	-2	-4	1	8	-1	-6	-1	-1.2	11
CC(=O)N1CN(Cc2ccccn2)Cc2c1sc1c2CCCC1	-4	-10	2	6	-1	-11	1	0.7	3
COc1cccc(C2NC(=O)c3sc(=S)n(-c4ccccc4)c3N2)c1 (configuration not stated)	-4	-2	2	4	3	-4	-2	-0.5	-11
Brc1cnc2ccccc2c1N1CCCCC1	1	-1	0	5	-3	-1	-3	0.7	5
COc1ccc(N2CCN(C(=O)NC(=O)c3ccccc3)CC2)cc1	-7	-4	57*	-2	-1	0	-9	1.8	-3
Cc1ccc(C)c(N/N=C2\CCCNC2=O)c1	-9	-5	1	-26	-16	2	-13	-4.2	11
CCN(CC)CCCN1C(=O)c2oc3ccccc3c(=O)c2C1c1cccnc1 (configuration not stated)	1	2	1	-29	-5	2	-5	1.3	9
CCOC(=O)CNc1nc(Cl)nc(NC(C)(C)C)n1	0	3	2	-4	0	-2	-5	1.2	2
COC(=O)c1cn(C(=O)c2ccco2)c2ccccc12	-1	5	0	6	-3	-3	-1	-0.8	12
OC1CCN(c2cc(-c3ccccc3)nc3cc(-c4ccc(F)cc4)nn23)CC1	0	6	3	-11	12	2	-9	2.3	10
CCCC(=O)Nc1cc(-c2nnc(OC)c3ccccc23)ccc1N1CCCCC1	-3	1	4	-1	-5	3	7	-1.6	31
CN(C(=O)COC(=O)c1cnc(Cl)c(Cl)c1)C1CCCCC1	·	4	0	3	4	·	·	·	26
COc1ccc(N2CCN(c3ccc(NC(=O)c4ccc5c(c4)OCO5)cc3C#N)CC2)cc1	-2	-10	1	0	-1	2	3	0.6	13
CC1=CN2CC(O)CN=C2C=C1 (configuration not stated)	2	-2	1	8	8	-1	-3	1.0	9
Cn1c(Cl)c(C(=O)Nc2ccc(Cl)cc2)c2ccccc21	1	5	2	5	-2	4	15	0.3	9
CC(/C=C/c1ccccc1)=N/NC(=O)C(O)c1ccccc1 (configuration not stated)	-3	-14	0	-3	-13	-4	-9	-5.2	5
COc1ccc(COc2cc(-c3cccc(OC)c3)nc3ccc(NC(=O)c4ccccc4)cc23)cc1	-1	0	1	6	6	-1	1	0.7	-9
O=C(Cc1ccc([N+](=O)[O-])cc1)Nc1ccc(Cl)cc1	1	4	1	2	-4	-1	13	2.0	1
CCCc1nc(SC)[nH]c(=O)c1C	-2	-13	2	-1	-3	0	3	-2.6	21
COC(=O)/C=c1/s/c(=C(/C#N)C(=O)NCc2ccccc2)n(-c2ccccc2)c1=O	6	3	0	-4	-9	1	0	2.3	8
COC(=O)Cc1ccc(OC(=O)C2CCN(S(=O)(=O)c3ccc(OC)c(OC)c3)CC2)cc1	7	-7	0	-2	17	·	·	3.4	-16
Cc1ccccc1CN1CCc2c(OCC(=O)N3CCCCC3)cccc2C1=O	1	-5	0	-2	-2	-1	-1	0.7	-4
CCOC(=O)CN1CC23C=CC(O2)C(C(=O)NCc2ccc(C)cc2)C3C1=O (configuration not stated)	-2	8	1	5	-2	-1	12	0.2	4
Cc1ccc(/C=C/c2nc3ccccc3c(=O)n2CCc2ccccc2)cc1	3	1	1	5	-1	-1	5	0.1	8
CC(C)(C)NC(=O)COc1ccc(CNCc2ccccn2)cc1	-2	0	1	1	7	0	-2	0.0	9
CCCC1(c2ccccc2)NC(=O)N(CC(=O)Nc2ccc3c(c2)OCCO3)C1=O (configuration not stated)	·	7	0	6	7	·	·	·	1
COc1cc(S(=O)(=O)N(Cc2ccco2)C2CCCC2)ccc1-n1cnnn1	-2	39	0	-7	0	14	4	0.1	1
CCOC(=O)c1nc(C)nc(Sc2n[nH]c(-c3ccc(C(C)(C)C)cc3)n2)c1C	-4	1	0	6	2	-5	-3	4.0	13
COc1cc2ccc(=O)oc2cc1OCC(O)C(C)(C)O (configuration not stated)	-5	11	0	5	7	-2	-3	3.1	0
COc1ccc(N2Cc3ccccc3C2)cc1Cl	2	20	16	-2	3	-1	42	-0.2	5
COc1cc(C=O)c(-c2c(C=O)cc(OC)c3c2OCO3)c2c1OCO2	0	3	5	-5	3	1	11	2.0	1
Cc1ccccc1CN1CCNC(=O)C1CC(=O)NCCC1=CCCCC1 (configuration not stated)	0	-1	0	-1	-1	9	11	1.6	-9
Cc1cc(OCC(=O)NC(Cc2c[nH]c3ccc(O)cc23)C(=O)O)c2c(C)c(C)c(=O)oc2c1 (configuration not stated)	-3	i	2	-6	5	2	1	2.2	0
COc1ccc(CC(=O)Nc2cccc(C(=O)Nc3ccccc3C(=O)O)c2)cc1OC	0	-5	2	5	1	-3	-2	1.4	30
CC1CCC(N(CCCN)Cc2ccco2)CC1C (configuration not stated)	1	-7	0	-3	3	-3	5	-2.9	-12
O=C(NCc1ccco1)c1ccc(N2CCOCC2)c([N+](=O)[O-])c1	-5	10	1	1	7	6	1	-0.7	1
COc1ccc(OC)c(S(=O)(=O)NCCc2cn3ccsc3n2)c1	1	-23	0	0	-2	-5	6	3.5	1
O=C(O)COc1ccccc1/C=N/NC(=O)CSc1nc2ccccc2n1Cc1ccc(Cl)cc1	6	8	1	3	-2	3	16	1.4	2
COc1ccc(-c2cc(COc3ccccc3)on2)cc1	-10	-4	1	-5	3	2	1	2.2	1

procasp3 activ: hit marks shown above.
compound	GASC-1 inh	GRK2 aptamer HTS	procasp3 activ	HCV core dimer	PP5 primary	VLA-4 inh
C=CCn1c(=NC(=O)c2cc(-c3cccs3)nc3ccccc23)sc2cc(S(N)(=O)=O)ccc21	7	0	78*	6	1.6	-10
